Bioassay records: PubChem BioAssay, National Center for Advancing Translational Sciences (NCATS)
KAT2A inh: inhibitors of human GCN5L2 histone acetyltransferase | Q92830 | Potency, µM (highest dose often 58.9 µM), for inactives: at the highest dose activity change, negative = inhibition, most hits filed as inhibitors | GCN5L2 HAT assay, ThioGlo1 CoA-SH fluorescence | AID 504327 | 0.21% of 390,000 active
Target sequence (Q92830 whole entry, looked up): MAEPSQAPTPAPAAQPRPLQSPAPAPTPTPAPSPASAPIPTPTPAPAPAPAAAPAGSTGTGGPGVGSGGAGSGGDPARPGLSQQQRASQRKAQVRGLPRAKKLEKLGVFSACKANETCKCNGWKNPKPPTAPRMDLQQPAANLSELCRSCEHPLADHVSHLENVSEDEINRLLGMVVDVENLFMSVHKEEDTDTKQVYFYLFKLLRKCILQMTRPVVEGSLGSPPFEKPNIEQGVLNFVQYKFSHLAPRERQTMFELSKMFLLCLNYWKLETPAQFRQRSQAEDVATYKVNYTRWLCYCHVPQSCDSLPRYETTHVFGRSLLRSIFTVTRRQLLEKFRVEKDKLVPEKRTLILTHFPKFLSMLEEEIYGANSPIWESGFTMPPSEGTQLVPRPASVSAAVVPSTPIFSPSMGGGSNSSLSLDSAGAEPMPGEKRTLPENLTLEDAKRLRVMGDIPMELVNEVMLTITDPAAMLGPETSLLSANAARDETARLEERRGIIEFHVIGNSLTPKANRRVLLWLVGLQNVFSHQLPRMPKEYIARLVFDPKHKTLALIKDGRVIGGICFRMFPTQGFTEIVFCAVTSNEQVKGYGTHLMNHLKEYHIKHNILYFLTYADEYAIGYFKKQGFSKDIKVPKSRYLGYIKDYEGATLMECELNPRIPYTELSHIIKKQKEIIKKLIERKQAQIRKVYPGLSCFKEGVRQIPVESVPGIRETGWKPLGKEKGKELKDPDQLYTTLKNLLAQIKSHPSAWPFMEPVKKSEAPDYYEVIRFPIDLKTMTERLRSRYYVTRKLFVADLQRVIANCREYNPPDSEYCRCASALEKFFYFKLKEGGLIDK
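Enzyme at 20nM final was mixed with library compounds for 15 min at room temperature. Peptide H3(1-25) at 75uM, acetyl-CoA at 70uM and ThioGlo1 at 50uM were then added. Plates were read immediately and after 20 min (Ex340nm/Em540nm).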
DT40 TDP1 CPT: DT40-hTDP1 cell growth loss with CPT; AID 686979; Potency, µM (highest dose often 46.2 µM), for inactives: at the highest dose activity change, negative = growth inhibition, usual class: inhibitors; chicken DT40 Tdp1-/-;hTDP1 cells + 20 nM CPT, ATP luminescence, 48 h; 12% of 420,000 active; further: nearly all actives have a fitted effect of over 55% in size
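Chicken DT40 Tdp1-/- cells stably complemented with human TDP1 were seeded at 400 cells/well in medium containing 20 nM camptothecin, exposed to pin-transferred compounds, and grown at 37 °C for at least 48 hr. Viability was read as ATP luminescence.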
DT40 TDP1 no CPT: qHTS for Inhibitors of human tyrosyl-DNA phosphodiesterase 1 (TDP1): qHTS in cells in absence of CPT | DT40 Tdp1-/- hTDP1 cells, no CPT, ATP luminescence, 48 h | Potency, µM (top dose mostly 46.2 µM), inactives show at the highest dose activity change, negative = growth inhibition, actives largely listed as inhibitors | 15% of 420,000 active | AID 686978, 2013; further: nearly all actives have a fitted effect of over 55% in size
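Camptothecin absent (DMSO only). Human TDP1-complemented DT40 knockout cells, 400 cells/well, 37 °C for minimum 48 hr; ATP measured via CellTiter-Glo, 30 min dark incubation, luminescence.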
* hit, by the source's call; ? = inconclusive; / = not tested or not shown; & = joins results of further samples; [ ] = dose if it differs, or a comment. The call rests on the fitted dose curve; in most records, active means well fitted curve in the direction sought with a large enough effect; inconclusive means small, poorly fitted or top-dose-only effect, or another doubt; inactive means no such curve, though single readings can be large; an effect the other way counts as inactive or inconclusive. On the % scale 0 is the no-effect control and ±100 the full control effect; potency means the concentration at half of the fitted maximal effect.

smiles | DT40 TDP1 no CPT | KAT2A inh | DT40 TDP1 CPT
COc1ccc(/C=N/OCC(=O)Nn2c(C)nc3ccccc3c2=O)cc1 | -25% | -3% | ?
CC(=O)NC1(C(F)(F)F)NC(=O)N(CC(C)C)C1=O (centres undefined) | 3% | -4% | 1%
O=CN(Cc1ccco1)C1(C(=O)NC2CCCCC2)CCCCC1 | -7% | 1% | -24%
O=c1[nH]c(-[n+]2ccc3ccccc3c2)c(/C=N/N=C(\[O-])c2ccccc2)s1 | 10% | -12% | ?
Cn1c(SCC(=O)N/N=C/C=C\c2ccccc2[N+](=O)[O-])nc2ccccc21 | -26% | 20% | 10%
CC1CC(C)CN(C(=O)CNS(=O)(=O)c2cccs2)C1 (centres undefined) | -4% | 0% | -5%
CC1CCN(C(=O)COC(=O)c2ccc3ccccc3n2)CC1 | 14% | -3% | -9%
CCn1cc(S(=O)(=O)c2ccccc2)c(=O)c2cc(F)c(N3CCCCCC3)cc21 | ? | -15% | ?
COC(=O)[C@H](CC(C)C)NS(=O)(=O)N[C@@H](CC(C)C)C(=O)OC | -10%&-14% | -1% | ?
CCn1cc(/C=N/NC(=O)c2ccc3c(c2)OCO3)cn1 | -6% | -4% | 4%
C=CCNc1nc2cc(-c3ccc(C(=O)N4CCOCC4)cc3)sc2c(=O)n1C | ? | / | 16µM*
Cc1cc(Nc2cccc(C(F)(F)F)c2)nc2ccc(NC(=O)Cc3ccc(Cl)cc3)cc12 | 23µM* | -13% | ?
COc1cccc(CNCCN2CCOCC2)c1OC | -12% | / | -11%
Cc1nc2c(c(C)nn2C(C)(C)C)c(C)c1CCC(=O)Nc1ccc(F)cc1 | -23% | -9% | ?
O=C(NC(CC(=O)N1CCN(c2ccc([N+](=O)[O-])cc2)CC1)c1ccccc1)c1ccccc1Cl (centres undefined) | 16µM* | -1% | ?
CCN(CC)S(=O)(=O)c1ccc(S(=O)(=O)Nc2cc3c(cc2C(C)=O)OCO3)cc1 | -21% | -2% | -17%
O=C1CC(C(=O)N2CCOCC2)C2(CCCC2)O1 (centres undefined) | -1% | 3% | -2%
COCCCNC(=O)C[C@H]1C[C@H](C(=O)N2CCCCC2)[C@@]2(CCc3ccccc3)c3[nH]c4cc(-c5ccco5)ccc4c3CCN2C1=O | ? | -10% | ?
O=C(c1cccs1)N1CCN(c2nc3c(F)cc(F)cc3s2)CC1 | ? | -6% | ?
O=C(c1cccc(Cl)c1)N1CCC(=O)N([C@H](COCc2cccc(Cl)c2)Cc2ccccc2)CC1 | 23µM* | ? | ?
Cc1nnc(SC(C)C(=O)NC2CCCCC2)[nH]c1=O (centres undefined) | 3% | / | -25%
COc1cc(O)c2c(c1)OC(C)(C)CC2=O | -9% | -7% | -4%
COc1ccc(-c2ccc(C(=O)Nc3cccc(N(C)C)c3)c3occc23)c(C)c1 | ? | / | ?
CCCn1c(SC(C)C(=O)NC2CCCC(C)C2C)n[nH]c1=O (centres undefined) | ? | / | ?
CCCn1nc2cc(C(=O)N(CC)c3ccc(OC)cc3)ccc2c1OCC | -10% | -3% | 5%
N/C(=N\OC(=O)c1cccc(Br)c1)c1ccc(Br)cc1 | -29% | -1% | -14%
COc1ccc(-n2nnnc2SCC(=O)Nc2cccc(C)n2)cc1OC | -20% | -1% | -4%
Oc1ccc(C2=NN(c3ccccc3)C(c3ccc(F)cc3)C2)cc1 (centres undefined) | ? | -11% | ?
CCN(CC)C(=S)NC(=O)c1ccc(OC)c(Br)c1 | ? | 1% | ?
CCOc1ccccc1CN1CCN(S(=O)(=O)c2ccccc2)CC1 | ? | 8% | ?
COc1ccccc1Nc1c2c(nc3ccc(N)cc13)CCCC2 | 21µM* | 0% | 16µM*
CN(C)CCCNC(=S)N(CCN(C)C)Cc1cc2cc3c(cc2[nH]c1=O)OCCO3 | -2% | -17% | 23%
CCN(CC(=O)Nc1ccccc1OC)Cc1csc(CC(=O)Nc2ccc(C)cc2)n1 | 16µM* | -9% | 26µM*
Cc1cc(N/N=C/c2ccc(N(C)C)cc2)c2ccccc2n1 | ? | -4% | 1%
COc1cc(NC(=S)NCCC(c2ccccc2)c2ccccc2)cc(OC)c1 | 18µM* | -9% | ?
C/C(=N/OC(=O)c1ccc(F)cc1)c1ccc(C)cc1 | -7% | -1% | -2%
N#CCCn1c(=O)c(-c2cccc(C#N)c2)nc2cnc(Oc3ccccc3)nc21 | ? | -7% | -13%
Cc1ccc(CNS(=O)(=O)c2ccc3c(c2)CCN3S(C)(=O)=O)cc1 | ? | -7% | ?
Cc1ccc(F)c(S(=O)(=O)NC(=O)C2(C)CCN2C(=O)Cc2cccs2)c1 (centres undefined) | -14% | / | -2%
Cn1cc(S(=O)(=O)Oc2ccccc2)c(=O)n(C)c1=O | -6% | -11% | 6%
O=C(/C=C/c1ccc(Cl)cc1)NC(=S)Nc1ccc(NC(=O)c2ccco2)cc1 | 8.2µM* | 36%[activator] | ?
Cc1ccc(Cl)cc1N1CCN(C(c2cccnc2)c2nnnn2C2CCCCC2)CC1 (centres undefined) | ? | 0% | ?
COc1cccc(NC(=O)[C@@H](NC(=O)N2CCn3c2nc2ccccc23)C(C)C)c1 | 13µM* | -3% | -13%
CCOC(=O)C1=C(C)Nc2nc3ccccc3n2C1c1ccncc1 (centres undefined) | ? | -1% | ?
O=C(O)c1cc(N/N=C/c2c[nH]c3ccccc23)ccc1Cl | -15% | -8% | -16%
COc1ccccc1NC(=O)CSc1nnc(-c2nonc2NC(C)=O)n1-c1ccccc1 | 23µM* | -7% | ?
COc1ccc(C(=O)NC2CC3CCCC(C2)N3Cc2ccccc2)cc1OC (centres undefined) | -2% | -5% | -12%
c1ccc(CNc2ccnc(-c3ccc4c(c3)OCO4)n2)cc1 | ? | -10% | ?
Cc1nn(CC(=O)NC(C)CCc2ccccc2)c(=O)c2nn(-c3ccccc3)c(C)c12 (centres undefined) | -10% | -6% | ?
Cc1ccc(S(=O)(=O)Cn2nnnc2C(C(C)C)N2CCc3ccccc3C2)cc1 (centres undefined) | ? | -6% | ?
O=C(CN1C(=O)NC(Cc2ccccc2)C1=O)NC(=O)NC1CCCCC1 (centres undefined) | -26% | -2% | 9%
O=C1NC(=O)C(CC(=O)N(Cc2cccs2)C2(C(=O)NC3CCCCC3)CCCCC2)N1 (centres undefined) | -110% | 3% | ?
Cc1nc(-c2cccc(S(=O)(=O)N3CCC(C(=O)NCc4ccccc4)CC3)c2)no1 | ? | 1% | ?
CCc1ccc(N2CCn3c2nc2c3c(=O)n(Cc3ccc(F)cc3)c(=O)n2C)cc1 | -10% | -14% | 2%
COc1cccc(Cn2cnc3c(sc4nc(C)cc(C)c43)c2=O)c1 | -19% | -2% | -11%
CC(C)Oc1ccc(C(=O)Nc2ccc(C(F)(F)F)n(C)c2=O)cc1 | -19% | -6% | 0%
COc1cc(OC)cc(C(=O)N2CCN(C(=O)c3cccs3)CC2)c1 | 4% | 1% | 22%
CC(=O)Nc1ccc(-c2cc(C(=O)O)c3cc4ccccc4cc3n2)cc1 | -17% | / | 15%
COc1cc(OC)cc(C(=O)Nc2nc(-c3nnn(-c4ccc(F)c(Cl)c4)c3C)ns2)c1 | ? | 13% | ?
O=C(Nc1ccc(Cl)cc1)N(Cc1nnc2n1CCCCC2)c1ccccc1 | 4% | 0% | -3%

Entries of single compounds from above.
CCOc1ccccc1CN1CCN(S(=O)(=O)c2ccccc2)CC1 is listed with DT40 TDP1 no CPT: ?; KAT2A inh: 8%; DT40 TDP1 CPT: ?
Cc1ccc(CNS(=O)(=O)c2ccc3c(c2)CCN3S(C)(=O)=O)cc1 is listed with DT40 TDP1 no CPT: ?; KAT2A inh: -7%; DT40 TDP1 CPT: ?
C/C(=N/OC(=O)c1ccc(F)cc1)c1ccc(C)cc1 is listed with DT40 TDP1 no CPT: -7%; KAT2A inh: -1%; DT40 TDP1 CPT: -2%

Structures above that have bromine, in the order listed:
smiles | DT40 TDP1 no CPT | KAT2A inh | DT40 TDP1 CPT
N/C(=N\OC(=O)c1cccc(Br)c1)c1ccc(Br)cc1 | -29% | -1% | -14%
CCN(CC)C(=S)NC(=O)c1ccc(OC)c(Br)c1 | ? | 1% | ?

The list continues:
smiles | DT40 TDP1 no CPT | KAT2A inh | DT40 TDP1 CPT
Cc1cc(C(=O)COC(=O)c2ccccc2O)c(C)n1CC1CCCO1 (centres undefined) | -25% | -5% | ?
COc1ccc(C2CC3(CC(C)(C)NC(SC)=N3)Oc3cc(O)cc(C)c32)cc1 (centres undefined) | 5.2µM* | 0% | 4.6µM*
Cc1cc(C)c(C#N)c(N2CCN(S(=O)(=O)Cc3ccccc3)CC2)n1 | 6% | -25% | ?
COc1cccc(CC(=O)NCC2(N3CCCCC3)CCCCC2)c1 | -4% | -13% | 18%
CCOC(=O)C1=NNC(C(=O)c2ccc(C)cc2)C1c1ccc(OC)cc1 (centres undefined) | ? | -3% | ?
CCCc1c(C)c2ccc(O)c(CN3CCN(c4ccc(F)cc4)CC3)c2oc1=O | ? | -2% | ?
O=C(NCc1ccc2c(c1)OCO2)c1cccc(N2CCCC2=O)c1 | -21% | 0% | 1%
COC(=O)CCC(=O)N(CCN(Cc1ccccc1)C(=O)CCC(=O)OC)Cc1ccccc1 | -12% | / | ?
COc1ccc(-c2noc(C3CCCN(C(=O)c4ccccc4OC)C3)n2)cc1OC (centres undefined) | ? | 4% | ?
O=C(Nc1ccc(S(=O)(=O)N2CCCC2)cc1)c1c(F)cccc1F | -4% | 2% | -8%
COC(=O)c1c(NC(=O)Cc2ccccc2)sc2c1CCN(C(C)C)C2 | ? | 0% | ?
CN(C)c1nc2c(c(=O)[nH]c(=O)n2C)n1Cc1ccc(F)cc1 | -19% | -12% | -7%
CNC[C@H](CC1CCCCC1)NC[C@H](CO)NCCc1cccc(C(F)(F)F)c1 | 5.8µM* | -6% | 7.3µM*
CC(=O)OC(COC1C[C@@H]2CC[C@@]1(C)C2(C)C)C[N+]1(C)CCCCC1 (some centres undefined) | 18µM* | -13% | ?
Cc1ccc2cc(C(c3nnnn3CC3CCCO3)N3CCc4ccccc4C3)c(=O)[nH]c2c1 (centres undefined) | ? | -3% | -29%
Cn1ccc(O)c(C#N)c1=O | -7%&-13% | 8% | 1%&14%
O=C(/C=C/c1ccccn1)NCC1Cc2cccc(-c3ncccn3)c2O1 (centres undefined) | -12% | / | 2%
COC(=O)c1cc(NC(=O)Cn2nc(C)n3cccc3c2=O)cc(C(=O)OC)c1 | -15%&-11% | -4%&-6% | -9%&-12%
CCOc1ccc(CN2CCNC(=O)C2CC(=O)NCCc2nc(C)c3c(n2)CCC3)cc1 (centres undefined) | 18% | -13% | 1%
Cc1ccccc1OCC(=O)Nc1ccccc1N1CCOCC1 | 10µM* | 1% | -18%
COc1cc(OC)cc(C(=O)N[C@H](C(=O)NCCc2c[nH]c3ccccc23)C(C)C)c1 | ? | -5% | -23%
O=C(Nc1ccncc1)c1cnn2c1NC(=C1CC1)C=C2C(F)F | 11µM* | / | 10µM*
CC(=O)c1cc(F)ccc1OCC(=O)Nc1ccc2c(c1)OCO2 | -17% | 2% | -18%
Cc1ccc(S(=O)(=O)Nc2ccc(O)c3ccccc23)c(C)c1 | 5.2µM* | -9% | 3.7µM*
CC(C)(C)n1nnnc1C(c1ccncc1)N1CCN(c2ccc(O)cc2)CC1 (centres undefined) | -20% | -13% | -26%
N#Cc1cccc(NC(=O)N2CCCC3(CCN(C(=O)c4cnccn4)CC3)C2)c1 | -7% | 2% | 20%
COc1ccc(OC)c(NC(=O)CSc2nnnn2-c2ccc3c(c2)OCO3)c1 | -18% | 0% | -29%
CN(CCC1CCOCC1)Cc1nc(Cc2ccccc2F)no1 | -2% | -4% | 6%
C/C(CC(=O)Nc1ccc(Cl)c(C(F)(F)F)c1)=N\NC(=O)c1cnccn1 | -27% | 2% | ?
NC(=O)C1CC(=O)N(c2ccc(OCc3c(F)cccc3Cl)cc2)C1 (centres undefined) | 8% | -10% | 5%
COc1cccc(/C=C2\SC(=S)N(CCC(=O)NC3C=CS(=O)(=O)C3)C2=O)c1 (centres undefined) | ? | -15% | ?
COc1cccc(NC(=O)c2ccc(C(=O)c3ccccc3)o2)c1 | 18µM* | -9% | ?

This is a subset; rates above refer to the full screens.
